CRFBP-R2 agonist: agonists of human CRF-binding protein/CRF-R2 receptor complex; HEK293 CRF-R2/CRF-BP, calcium dye fluorescence (FLIPR); percent of saturating CRF peptide response; activation, % at 13.2 µM; hit rate 0.46% among 350,000; AID 588473;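 active means activation of at least 50%, plus an integration ratio under a set limit after plate pattern correction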;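 further: plate controls were neutral control wells without compound for no effect and CRF at EC100 for full effect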
M5 ag: CHRM5 agonism in calcium assay | P08912 | CHO-K1 hM5 cells, Fluo-8 calcium fluorescence; 0% DMSO wells, 100% maximal acetylcholine response | activation, % at 3 µM | hit rate 0.19% among 360,000;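 active means activation above the run's mean over test compounds plus 3 SD, cut at about 23% in these data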;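 further: signal is peak over basal fluorescence ratio across the kinetic read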
M5 PAM: positive allosteric modulators of human muscarinic M5 receptor; hit rate 0.3% among 360,000; P08912; AID 624038; CHO-K1 hM5, Fluo-8 calcium, ACh EC20 PAM; 0% = ACh EC20, 100% = ACh EC100; activation, % at 3 µM;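 active means activation above the run cutoff, the mean activation of all test compounds plus 3 SD, cut at about 18% in these data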
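Assay system – human M5 receptor in CHO-K1 cells · Read-out – % activation, ACh-normalized · Technique – Fluo-8 calcium fluorescence · Dosing – single-point, 3 µM nominal · Incubation – Fluo-8 loading 80 min at 37 °C plus 30 min room temperature · Repeats – singlicate, one well per test compound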
M5 antag: antagonists of human muscarinic M5 receptor (CHRM5) | P08912 | CHO-hM5 cells, Fluo-8 calcium fluorescence, ACh EC80 | inhibition, % at 3 µM | hit rate 0.59% among 360,000;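 active means inhibition above a per-plate cutoff, the mean of that plate's test compounds plus 3 SD, cut at about 27% in these data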;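 further: 0% = acetylcholine EC80 with DMSO and 100% = DMSO without agonist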
TAAR1 ag: human TAAR1 agonism; Q96RJ0; CHO RD-HGA16 TAAR1, Fluo-8 calcium fluorescence; vehicle wells 0%, saturating PEA agonist 100%; activation, % at 3 µM; hit rate 0.99% among 360,000; AID 624467;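 active means activation above the mean activation of all test compounds in the run plus 3 SD, cut at about 38% in these data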
Target sequence (Q96RJ0 whole entry, looked up): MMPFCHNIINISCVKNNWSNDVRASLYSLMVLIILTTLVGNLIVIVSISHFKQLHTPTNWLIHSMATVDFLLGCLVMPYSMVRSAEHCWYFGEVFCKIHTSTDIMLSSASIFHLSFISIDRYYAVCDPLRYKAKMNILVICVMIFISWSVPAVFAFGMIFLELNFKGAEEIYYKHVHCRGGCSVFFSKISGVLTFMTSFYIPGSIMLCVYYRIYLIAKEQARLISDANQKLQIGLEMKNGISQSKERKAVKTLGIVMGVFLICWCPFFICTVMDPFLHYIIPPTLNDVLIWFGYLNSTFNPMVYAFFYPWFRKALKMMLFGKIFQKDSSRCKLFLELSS
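System: CHO-derived RD-HGA16 cells with stable Gα16 and human TAAR1. Times: 17-24 h plating, Fluo-8 75 min 37 °C, 30 min RT. Measured by: calcium-sensitive Fluo-8 signal, excitation 470-495, emission 515-575 nm. Read-out basis: % activation relative to PEA EC100 response. Control set: DMSO and PEA EC100. Repeats: no replicates (n 1).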
M1 PAM parental: nonselective activator or artifact in parental CHO-K1 calcium assay. ATP EC20, Fluo-8 calcium fluorescence; 0% at ATP EC20, 100% at ATP max. activation, % at 3 µM. hit rate 0.02% among 360,000;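 active means activation above the run cutoff, the mean activation of all test compounds plus 3 SD, cut at about 40% in these data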;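 further: peak over basal fluorescence ratio in a 140 s read after ATP addition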
CRFBP-R2 block: blocks CRF-induced signaling of the CRF-BP/CRF-R2 complex | HEK293 CRF-R2/CRF-BP, CRF-induced calcium fluorescence | inhibition, % at 11.8 µM | hit rate 0.59% among 350,000;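 active means inhibition of the ligand-induced calcium signal above about 50% at the single tested concentration, limit read from the data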
TAAR1 antag: human TAAR1 antagonism | inhibition, % at 3 µM | Q96RJ0 | CHO RD-HGA16 TAAR1, Fluo-8 calcium fluorescence, antagonist | AID 624466 | hit rate 1.5% among 360,000;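 active means inhibition above a per-plate cutoff, the mean inhibition of test compounds on that plate plus 3 SD, cut at about 49% in these data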;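 further: 0% = DMSO plus EC80 beta-PEA response and 100% = DMSO alone without agonist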
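Material: RD-HGA16 CHO cells with stable hTAAR1 and Gα16; Dosing: single nominal final test compound concentration of 3 µM; Schedule: seeding 17-24 h prior, 75-min 37 °C, 30-min RT dye loading; Detection: kinetic Fluo-8 calcium fluorescence measurement; Measure: % inhibition from peak post-agonist over basal fluorescence ratio; Benchmarks: vehicle and agonist controls.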
M4 PAM: CHRM4 positive allosteric modulation; CHO-K1 hM4/Gqi5, Fluo-8 calcium fluorescence, ACh EC20; 0% = ACh EC20, 100% = maximal ACh; hit rate 0.4% among 360,000; activation, % at 3 µM; P08173;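 active means activation above its plate's cutoff, the mean activation of sample wells plus 3 SD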; further: some results filed as inactive read as strong as hits
Target sequence (P08173 whole entry, looked up): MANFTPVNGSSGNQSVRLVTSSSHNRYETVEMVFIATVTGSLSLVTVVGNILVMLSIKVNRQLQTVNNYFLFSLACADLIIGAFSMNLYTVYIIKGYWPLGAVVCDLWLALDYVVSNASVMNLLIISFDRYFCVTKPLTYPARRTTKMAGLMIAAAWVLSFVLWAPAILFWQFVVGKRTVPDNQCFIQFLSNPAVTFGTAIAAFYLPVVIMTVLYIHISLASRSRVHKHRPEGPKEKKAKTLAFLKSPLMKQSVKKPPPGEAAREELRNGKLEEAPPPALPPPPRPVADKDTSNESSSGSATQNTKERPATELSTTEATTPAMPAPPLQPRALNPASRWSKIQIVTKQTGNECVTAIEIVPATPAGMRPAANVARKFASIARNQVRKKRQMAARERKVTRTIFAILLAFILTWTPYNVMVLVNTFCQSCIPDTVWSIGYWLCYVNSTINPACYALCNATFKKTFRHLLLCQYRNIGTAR
Active calls of the source: *; . = no result given.

SMILES	CRFBP-R2 agonist	M5 ag	M5 PAM	M5 antag	TAAR1 ag	M1 PAM parental	CRFBP-R2 block	TAAR1 antag	M4 PAM
CN(CCc1ccccc1)C(=O)c1ccc(NC(=O)Cc2ccc(NC(=O)C3CCN(C(=O)C4CCCC4)CC3)cc2)cc1	0.4	0	0	-6	2	-9	0	-21	-4
CCOC(=O)N/N=C/c1cn(Cc2ccc(Cl)cc2)c2ccccc12	2.6	-3	-6	4	2	5	1	-15	-3
Cc1ccc(/C=C2/Sc3ccccc3N(CC(=O)NCC3CCCO3)C2=O)cc1 (stereo not given)	-1.2	-3	-8	16	.	4	14	.	-2
COc1ccc(S(=O)(=O)Nc2ccc(NC(C)=O)cc2)cc1OC	-0.8	-2	1	9	5	8	-1	1	12
COc1cc2ccccc2cc1C(=O)Nc1ccc(NC(=O)c2cccs2)cc1	0.5	-1	-10	13	7	7	-19	59*	-12
CCOC(=O)C1(Cc2cccc(OC)c2)CCN(Cc2ccc(OC)c(OC)c2)CC1	-1.9	-4	-8	5	2	6	-28	0	-10
CCN(C(=O)CSc1nnnn1-c1ccc(Cl)cc1)C1CCS(=O)(=O)C1 (stereo not given)	0.1	2	1	-3	3	-19	-12	-7	16
Cn1c(NC(=O)c2ccco2)cc(=O)n(C)c1=O	0.3	1	-2	-2	1	11	5	-15	4
Cc1c(Cl)cccc1NC(=S)N(CCN(C)C)C(C)c1ccccn1 (stereo not given)	-1.8	-3	4	-2	0	7	8	-20	8
CN(CC(=O)Nc1ccccc1Br)CC(=O)Nc1ccccc1-c1ccccc1	-0.5	1	-2	-2	9	14	-1	10	-3
CC(c1ccc(F)cc1)n1c(-c2cccs2)n[nH]c1=S (stereo not given)	-2.5	-8	5	1	5	22	-3	0	-1
C=CCOC(=O)C1=C(C)Nc2nnnn2C1c1cccs1 (stereo not given)	-0.9	-2	-4	0	5	20	39	-7	3
COc1ccccc1CNC(=O)[C@H](C)NC(=O)[C@@H]1Cc2ccccc2CN1	-0.8	-5	0	2	1	6	-11	-19	-2
FC(F)(F)c1cc(Cl)c2nc(-c3ccc(Cl)cc3)c(Cc3ccccc3)n2c1	.	4	-1	-4	0	-2	.	10	-2
O=C1COc2ccc(C(=O)COC(=O)/C=C/c3ccco3)cc2N1	0.1	4	-5	7	.	-13	1	.	0
CCOc1cc(C(=O)Nc2ccc(S(=O)(=O)N3CCOCC3)cc2)cc(OCC)c1OCC	1.7	1	0	0	11	13	-11	3	-1
CCOC(=O)c1cc(-c2ccc(F)cc2)n(CCC(=O)NC2CCN(Cc3ccccc3)CC2)c1C	4.9	-6	0	-7	17	-8	-42	-5	-10
COc1ccc(C(NC=O)c2cc(OC)c(OC)cc2Br)cc1OC (stereo not given)	0.0	1	-2	0	1	14	-4	-2	-9
O=C(NCC1CCCO1)c1ccc(S(=O)(=O)Nc2ccccc2F)cc1 (stereo not given)	-1.2	3	-1	2	1	7	-1	-2	4
COc1ccc2nc(C)cc(SCC(=O)Nc3c(C)cccc3C)c2c1	1.4	0	6	0	4	13	-6	-2	9

17 neighbouring records out of the list so far, for reference:
SMILES	CRFBP-R2 agonist	M5 ag	M5 PAM	M5 antag	TAAR1 ag	M1 PAM parental	CRFBP-R2 block	TAAR1 antag	M4 PAM
CN(CCc1ccccc1)C(=O)c1ccc(NC(=O)Cc2ccc(NC(=O)C3CCN(C(=O)C4CCCC4)CC3)cc2)cc1	0.4	0	0	-6	2	-9	0	-21	-4
CCOC(=O)N/N=C/c1cn(Cc2ccc(Cl)cc2)c2ccccc12	2.6	-3	-6	4	2	5	1	-15	-3
Cc1ccc(/C=C2/Sc3ccccc3N(CC(=O)NCC3CCCO3)C2=O)cc1 (stereo not given)	-1.2	-3	-8	16	.	4	14	.	-2
COc1ccc(S(=O)(=O)Nc2ccc(NC(C)=O)cc2)cc1OC	-0.8	-2	1	9	5	8	-1	1	12
COc1cc2ccccc2cc1C(=O)Nc1ccc(NC(=O)c2cccs2)cc1	0.5	-1	-10	13	7	7	-19	59*	-12
CCOC(=O)C1(Cc2cccc(OC)c2)CCN(Cc2ccc(OC)c(OC)c2)CC1	-1.9	-4	-8	5	2	6	-28	0	-10
CCN(C(=O)CSc1nnnn1-c1ccc(Cl)cc1)C1CCS(=O)(=O)C1 (stereo not given)	0.1	2	1	-3	3	-19	-12	-7	16
Cn1c(NC(=O)c2ccco2)cc(=O)n(C)c1=O	0.3	1	-2	-2	1	11	5	-15	4
Cc1c(Cl)cccc1NC(=S)N(CCN(C)C)C(C)c1ccccn1 (stereo not given)	-1.8	-3	4	-2	0	7	8	-20	8
CN(CC(=O)Nc1ccccc1Br)CC(=O)Nc1ccccc1-c1ccccc1	-0.5	1	-2	-2	9	14	-1	10	-3
CC(c1ccc(F)cc1)n1c(-c2cccs2)n[nH]c1=S (stereo not given)	-2.5	-8	5	1	5	22	-3	0	-1
C=CCOC(=O)C1=C(C)Nc2nnnn2C1c1cccs1 (stereo not given)	-0.9	-2	-4	0	5	20	39	-7	3
COc1ccccc1CNC(=O)[C@H](C)NC(=O)[C@@H]1Cc2ccccc2CN1	-0.8	-5	0	2	1	6	-11	-19	-2
FC(F)(F)c1cc(Cl)c2nc(-c3ccc(Cl)cc3)c(Cc3ccccc3)n2c1	.	4	-1	-4	0	-2	.	10	-2
O=C1COc2ccc(C(=O)COC(=O)/C=C/c3ccco3)cc2N1	0.1	4	-5	7	.	-13	1	.	0
CCOc1cc(C(=O)Nc2ccc(S(=O)(=O)N3CCOCC3)cc2)cc(OCC)c1OCC	1.7	1	0	0	11	13	-11	3	-1
CCOC(=O)c1cc(-c2ccc(F)cc2)n(CCC(=O)NC2CCN(Cc3ccccc3)CC2)c1C	4.9	-6	0	-7	17	-8	-42	-5	-10

(continued)
SMILES	CRFBP-R2 agonist	M5 ag	M5 PAM	M5 antag	TAAR1 ag	M1 PAM parental	CRFBP-R2 block	TAAR1 antag	M4 PAM
Nc1nonc1C(=O)N/N=C/c1ccncc1	-0.1	0	-2	-7	5	12	10	-8	-3
N#C/C(=C\c1cccs1)C(=O)c1ccccc1Cl	-1.0	.	.	.	59*	.	-17	54*	.
Fc1cc2nc(-c3ccncc3)[nH]c2cc1F	-0.4	-2	6	-6	14	4	10	5	11
CCOc1ccc(-n2c(SCc3ccc(C(=O)OC)o3)nc3c(c2=O)SCC3)cc1	-0.2	1	-4	1	0	-8	5	4	7
CC(OC(=O)CCN1C(=O)c2cccc([N+](=O)[O-])c2C1=O)C(=O)Nc1cc(Cl)cc(Cl)c1 (stereo not given)	-0.3	1	0	-8	3	22	6	1	-1
CNC(=O)CN(c1cc(C)ccc1C)S(C)(=O)=O	-0.1	-1	-5	4	14	15	3	-4	-2
O=C(O)c1ccc(-n2cncn2)c([N+](=O)[O-])c1	5.4	-3	4	6	0	17	1	11	8
C/C(=N\NC(=O)c1ccc(O)cc1O)c1cccnc1	1.2	-1	2	4	0	22	-3	-13	2
Cc1cccc(N2C(=O)CC(N3CCN(c4ccccn4)CC3)C2=O)c1 (stereo not given)	-1.1	-2	0	-1	0	17	6	1	-1
CCC(C(=O)NC1CCCCC1)n1c(SCc2cccc(F)c2)nc2ccncc21 (stereo not given)	-0.4	-4	-17	6	1	15	19	-12	-13
O=C(NCCc1ccccc1)c1ccc(CS(=O)Cc2ccc(Cl)cc2)o1 (stereo not given)	-2.2	-3	5	5	35	12	4	-11	4
CC(C)(c1ccccc1)c1ccc(OCC(O)CN2CCCC2)cc1 (stereo not given)	-1.4	-12	5	0	24	21	2	-32	-7
Cc1cc(C(C)(C)C)c(OC(=O)[C@@H]2OC(c3ccccc3)=C[C@H]2c2ccccc2)c(C(C)(C)C)c1	9.6	0	0	8	6	-14	-11	8	2
Cc1cc(N2CC(C)OC(C)C2)nc2ccccc12 (stereo not given)	-1.0	-4	-1	-7	-3	-2	-6	-3	2
CCCCn1ccnc1C(=O)c1cccc(S(=O)(=O)N2CC(C)CC(C)C2)c1 (stereo not given)	8.1	4	-1	-1	2	-5	10	12	-5
S=C(NCCc1ccccn1)Nc1ccc(Cl)cc1	-1.6	-3	-2	-2	3	9	42	-16	-6
O=C(C[C@H]1C[C@H](C(=O)N2CCOCC2)[C@@]2(CCC3CCCC3)c3[nH]c4cc(-c5ccco5)ccc4c3CCN2C1=O)NCc1cccc(C(F)(F)F)c1	-0.4	-2	-2	-13	1	11	0	-28	-4
Cc1ccc(NC(=O)C(C)Sc2nnc(-c3cccnc3)o2)cc1 (stereo not given)	-1.5	0	5	-4	7	13	-10	0	2
Cc1sc(NC(=O)c2ccco2)c(C(c2cccnc2)N2CCN(CCO)CC2)c1C (stereo not given)	0.3	1	2	5	2	-1	-10	-4	3
O=C1CC2(CCN(C(=O)c3ccccc3Cl)CC2)Oc2ccccc21	0.7	5	-4	4	7	-14	11	-7	-3
CC1CCN(C(=O)c2ccc3c(c2)NC(=O)/C(=C/c2ccccc2)S3)CC1	5.9	-3	-8	3	1	7	1	-22	-3
O=C(O)CCN(Cc1ccccc1)S(=O)(=O)c1ccccc1Cl	1.8	-1	1	6	-1	16	-5	-11	4
COc1ccc(N(CC(=O)Nc2cc(Cl)ccc2C)S(=O)(=O)c2c(C)noc2C)cc1	1.9	-3	-4	5	-1	-19	-3	15	2
O=C(Nc1ccccc1Cl)c1ccc([N+](=O)[O-])o1	-0.5	-4	-7	11	6	-28	-4	-1	-2
Cc1cc(C)nc(NS(=O)(=O)c2ccc(NC(=O)COc3ccccc3)cc2)n1	-3.1	-1	-2	-3	8	17	13	-4	14
O=C(CN1CCc2ccccc2C1)Nc1ccc(F)cc1F	-0.5	-1	-3	14	-2	12	-5	-31	-5
COc1ccc(-c2nc(C(N)=O)c3[nH]c(=O)n(-c4cccc(Cl)c4)c3n2)cc1OC	-0.5	1	2	-5	0	1	6	14	2
C/C(=C\[C@@H](NP(=O)(c1ccccc1)c1ccccc1)c1ccccc1)CO[Si](c1ccccc1)(c1ccccc1)C(C)(C)C	-0.4	4	5	4	-2	5	0	11	11
Cc1nnc(SCC(=O)Nc2nnc(-c3ccccc3)o2)s1	-1.7	-2	11	-8	2	13	0	-16	0
COc1ccc(CC(=O)Nc2ccc(S(=O)(=O)Nc3ncccn3)cc2)cc1OC	-1.2	0	3	1	1	12	-9	-22	19
O=C(CCSc1ccc(F)cc1)Nc1ccc(-n2cnnn2)cc1	-2.3	2	-18	7	11	1	-13	28	-11
Cc1ccc(N(CC(=O)NCC2CCCO2)C(=O)CCC(=O)Nc2nccs2)cc1 (stereo not given)	-0.5	-2	4	-3	7	21	9	5	-2

High-throughput results deposited in PubChem by several laboratories.
